# Fam108B counter – mouse Fam108B serine hydrolase inhibitors, primary screen, counter-screen for RBBP9 inhibitor project, biochemical, fluorescence polarization. recombinant Fam108B, FP-Rh probe fluorescence polarization. inhibition, % at 9.51 µM. 0.33% of 300,000 active;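 active = inhibition above the screen mean inhibition plus 3 SD, computed separately per campaign, cut at about 18% in these data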;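 note: inhibitors lower polarization as less probe binds the enzyme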
# Efflux pump inh – inhibitors of Candida efflux pumps in yeast, primary screen, S. cerevisiae, Nile Red, multiplex | S. cerevisiae Candida pump triplex | inhibition, % at 10 µM | 0.44% of 330,000 active;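 active = plate passing quality check with inhibition over a set limit, or well fluorescence over plate mean plus 4 SD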;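 note: Nile Red retained in pooled yeast measured as flow cytometry median fluorescence; 0% = buffer negative control and 100% = Enniatin B positive control; higher means more Nile Red kept so more efflux inhibition; some compounds called inactive have numbers as strong as hits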
# MCL1 BIM primary – inhibitors of MCL1 binding to BIM-BH3, primary screen, biochemical, fluorescence polarization; Induced myeloid leukemia cell differentiation protein Mcl-1 (Homo sapiens), Q07820; GST-MCL1 / FITC-Bim-BH3 fluorescence polarization; inhibition, % at 10.9 µM; AID 2057, 2009; 0.68% of 320,000 active;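 active = inhibition above the mean inhibition of all tested compounds plus 3 SD, set per campaign, cut at about 40% in these data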;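 note: 0% = DMSO wells and 100% = unlabeled Bim-BH3 peptide control; higher means more loss of mP so more displacement of Bim peptide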
# Target sequence (Q07820 whole entry, looked up): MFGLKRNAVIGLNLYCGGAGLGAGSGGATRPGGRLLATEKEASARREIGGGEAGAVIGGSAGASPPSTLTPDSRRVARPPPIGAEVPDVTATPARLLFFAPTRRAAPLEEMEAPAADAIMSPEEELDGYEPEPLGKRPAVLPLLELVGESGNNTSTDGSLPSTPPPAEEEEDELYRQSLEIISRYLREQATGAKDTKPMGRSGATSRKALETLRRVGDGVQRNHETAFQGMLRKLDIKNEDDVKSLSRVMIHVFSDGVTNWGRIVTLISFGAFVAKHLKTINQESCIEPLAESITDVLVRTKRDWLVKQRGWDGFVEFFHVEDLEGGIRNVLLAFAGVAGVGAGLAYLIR
# Bcl-xL primary – inhibitors of human Bcl-xL, primary screen, biochemical, fluorescence polarization, HTS; Bcl-2-like protein 1 (Homo sapiens), Q07817; GST-Bcl-xL / FITC-Bim BH3 peptide fluorescence polarization; inhibition, % at 10.9 µM; 0.7% of 320,000 active; AID 2129, 2009;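 active = inhibition above the mean of all tested compounds plus 3 SD, cutoff set per campaign, cut at about 30% in these data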;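 note: 0% = DMSO wells and 100% = unlabeled Bim-BH3 peptide competitor; inhibitors lower millipolarization by displacing the labeled peptide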
# ZTA counter – ZTA (EBV) inhibition in EBNA-1 counter-screen; inhibition, % at 11 µM; P03206; 0.15% of 320,000 active; ZTA-DNA binding, fluorescence polarization; AID 2234; in the data active = inhibition above about 33%
# Target sequence (P03206 whole entry, looked up): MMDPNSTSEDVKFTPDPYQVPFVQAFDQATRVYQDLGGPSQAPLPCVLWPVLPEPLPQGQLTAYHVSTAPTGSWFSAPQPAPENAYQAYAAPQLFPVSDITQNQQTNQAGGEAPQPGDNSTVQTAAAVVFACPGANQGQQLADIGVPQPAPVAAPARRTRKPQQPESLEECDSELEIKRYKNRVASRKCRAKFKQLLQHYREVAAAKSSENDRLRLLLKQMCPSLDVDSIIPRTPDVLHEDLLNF
# EBNA-1 inh – EBNA-1 DNA-binding inhibitors, primary screen, biochemical, fluorescence polarization; inhibition, % at 14.8 µM; 0.34% of 300,000 active; AID 1950, 2009; in the data active = inhibition above about 28%
# CR mimetic SO – reduction of superoxide in aged yeast, primary screen, HTS; S. cerevisiae aged cells, superoxide DHE fluorescence; stronger effect = lower value; superoxide response (% of plate mean), % at 10 µM; AID 2690, 2010; 0.18% of 330,000 active;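 active = superoxide response under a set limit, about three screen SD below normal, cut at about 65% in these data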;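 note: yeast aged for seven days with compound at 30 °C before DHE staining; 100% = average MFI of all compound-treated wells on the plate with controls excluded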
# GLD-1 RNA inh – GLD-1/TGE RNA complex disruptors, primary screen, biochemical, fluorescence polarization | inhibition, % at 5.96 µM | 0.44% of 320,000 active | Female germline-specific tumor suppressor gld-1 (Caenorhabditis elegans), Q17339 | purified GLD-1 + fluorescein TGE RNA;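 active = percent inhibition above a per-plate cutoff, the plate mean of test compounds plus 3 SD, cut at about 30% in these data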;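 note: 0% = DMSO wells with GLD-1 and probe and 100% = wells lacking GLD-1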
# MEX-5 binding – MEX-5 zinc finger RNA-binding disruptors – biochemical, C. elegans, fluorescence polarization, MLPCN library, primary screen; activity score (negative = inhibition of binding), % at 10 µM; MEX-5/FITC-TCR2 RNA binding; stronger effect = lower value; Zinc finger protein mex-5 (Caenorhabditis elegans), Q9XUB2; 0.38% of 300,000 active; AID 1832, 2009;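 active = inhibition past about -25% in most replicates, and total fluorescence under double the plate's negative control median, limit read from the data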;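 note: 0% = DMSO and -100% = 5 µM competing unlabeled TCR2 RNA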
# Target sequence (Q9XUB2 whole entry, looked up): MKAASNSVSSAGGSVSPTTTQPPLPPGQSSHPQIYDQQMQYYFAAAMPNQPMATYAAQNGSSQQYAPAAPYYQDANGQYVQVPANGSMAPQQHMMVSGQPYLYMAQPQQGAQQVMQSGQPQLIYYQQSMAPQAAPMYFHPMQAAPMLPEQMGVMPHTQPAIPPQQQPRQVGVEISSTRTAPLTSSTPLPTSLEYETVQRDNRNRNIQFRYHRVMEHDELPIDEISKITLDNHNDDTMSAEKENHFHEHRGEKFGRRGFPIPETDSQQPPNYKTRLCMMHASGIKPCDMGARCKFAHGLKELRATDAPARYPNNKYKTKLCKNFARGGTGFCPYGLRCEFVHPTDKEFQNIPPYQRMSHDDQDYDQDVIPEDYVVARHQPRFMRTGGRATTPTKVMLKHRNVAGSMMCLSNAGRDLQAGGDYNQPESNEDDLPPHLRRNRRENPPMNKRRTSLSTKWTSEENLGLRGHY
# Active calls of the source: *; · = no result given.
SMILES,Fam108B counter,Efflux pump inh,MCL1 BIM primary,Bcl-xL primary,ZTA counter,EBNA-1 inh,CR mimetic SO,GLD-1 RNA inh,MEX-5 binding
CCOc1cc(-c2nc3ccccn3c2NCC2CCCO2)ccc1O (configuration not stated),3,0.1,3,4,5,3,100,-1,-1.4
C[C@@H]1NS(=O)(=O)[C@H]2C[C@@H]3C=C[C@]2(O3)[C@H]1OC(=O)c1ccccc1Br,·,0.2,3,5,-3,·,109,0,·
COc1ccc(-n2c(SCC(=O)Nc3ccccc3)nc3c(c2=O)SCC3)cc1,-4,0.2,-5,-2,-6,-7,111,-7,1.1
Cc1nn(CCOc2cccc(Br)c2)c(C)c1[N+](=O)[O-],1,0.2,-7,-4,-11,-4,94,3,-0.8
Cc1ccc(-c2nn(-c3cccc(F)c3)cc2CNCCc2ccncc2)o1,-3,-0.1,-4,2,-7,-3,104,9,7.5
COCCNC(=O)c1cc2oc3ccccc3c2n1C,0,0.1,-2,1,3,-4,87,-3,-0.2
CCOC(=O)N1CCN(CC(=O)c2ccc(O)c(C)c2O)CC1,-4,-0.1,3,9,3,-7,82,0,-2.7
CCOc1ccc(-c2[nH]ncc2-c2ccc(OC)c(OC)c2)c(O)c1,1,-0.1,-4,-7,-4,6,86,6,·
CC(C)Oc1ccc(C(=O)N2CCCC2C(=O)O)cc1 (configuration not stated),0,0.1,0,0,5,-7,90,8,0.0
CCOC(=O)CSc1ccc(C(=O)N2CCN(C)CC2)cc1[N+](=O)[O-],-1,0.0,0,5,15,6,97,3,3.3
COc1ccc(C(=O)Nc2nnc(S(=O)(=O)N3CCC(C)CC3)s2)cc1OC,-4,-0.2,6,5,5,3,102,4,3.7
COc1ccc(OC(=O)Nc2ccccc2)cc1,2,0.1,-3,3,0,-6,102,-3,0.6
COc1ccc(NC2=NC(=S)N(c3ccc(C)cc3)C23CCCCC3)cc1,7,-0.1,16,4,-10,-4,98,-2,0.9
CCCNC(=O)c1ccc(N2CCC3(CC2)CC(c2cccc(Br)c2)=NO3)c([N+](=O)[O-])c1,-4,0.1,2,1,-14,2,100,3,1.8
CCN(CC)C(=O)c1sc(N)c(C(=O)OC(C)C)c1C,-1,0.1,-3,4,-10,-12,108,8,-0.9
C1CCC(c2nn3c(-c4n[nH]c5c4CCC5)nnc3s2)CC1,5,0.0,-7,-6,9,5,100,4,0.5
S=c1nc(SCc2ccccc2)[nH]c2ccccc12,1,-0.1,14,12,5,3,100,0,-2.4
O=C(Cn1cnc(Cl)c1Cl)c1ccccc1,1,0.1,8,4,4,6,97,12,-2.2
COc1cccc(CC(=O)N2CCCC(CO)(Cc3ccc(F)cc3F)C2)c1 (configuration not stated),-9,0.2,-2,-4,-8,-13,85,2,0.3
Cc1ccc(-c2noc(CNC(=O)COc3ccccc3C)n2)cc1,-1,0.0,3,3,-6,-5,106,7,-1.5
Cc1nn(-c2ccccc2)c(/N=C/c2ccc(O)cc2)c1-c1ccccc1,2,-0.3,-3,0,12,14,94,-1,3.6
CCOc1ccc(-n2c(C)c(C(C)=O)c3cc(O)ccc32)cc1,4,0.0,2,6,10,-1,80,2,-1.2
C=C1C(=O)[C@@]23[C@H](O)C[C@@H]4C(C)(C)CC[C@H](O)[C@@]4(C)[C@@H]2CC[C@@H]1[C@H]3O,4,-0.1,2,3,7,3,97,-6,-1.5
O=C(NCc1ccncc1)c1cccc(S(=O)(=O)Nc2ccc(SC(F)F)cc2)c1,-2,0.0,3,3,-9,-10,92,0,0.5
CCOc1ccc(C(=O)Nc2ccc3c(c2)C(=O)NC3=O)cc1,-26,-0.2,-4,5,-21,7,100,4,-0.5

# Remaining list, next part.
SMILES,Fam108B counter,Efflux pump inh,MCL1 BIM primary,Bcl-xL primary,ZTA counter,EBNA-1 inh,CR mimetic SO,GLD-1 RNA inh,MEX-5 binding
CNS(=O)(=O)c1cccc(C(=O)Nc2cccnc2)c1,-6,-0.1,7,6,2,2,108,8,-2.0
O=C1CCN(Cc2ccccc2)S(=O)(=O)c2ccc(C(F)(F)F)cc21,·,0.0,7,0,7,·,99,6,·
Cc1ccc(S(=O)(=O)N2CCOC2CNC(=O)C(=O)NCCc2ccccc2)cc1 (configuration not stated),0,-0.1,5,5,-6,-2,101,3,·
Cc1ccccc1-c1nnc(SCC(=O)NCC2CCCO2)o1 (configuration not stated),·,0.1,0,-1,25,·,88,1,·
CCN(CC)S(=O)(=O)c1ccc2c(c1)nc(CCC(=O)Nc1ccc3c(c1)OCO3)n2C,-1,-0.1,11,7,14,4,96,8,-1.0
Cc1ccc(C)c(C(=O)NC2CC(C)(C)NC(C)(C)C2)c1,5,0.0,1,4,9,-13,87,-1,0.4
Cc1ccc(C(=O)C(C)OC(=O)CN2C(=O)NC3(CCCC3)C2=O)cc1 (configuration not stated),3,-0.1,0,-4,-9,-7,113,10,-0.5
Cc1ccc(C(=O)/C=C/c2ccc3c(c2)OCO3)o1,0,0.1,0,-3,-23,-2,108,-7,-4.8
CC(C)c1nc(SCC(=O)Nc2ccc3c(c2)OCO3)n[nH]1,-3,0.1,3,1,6,-1,93,1,-1.2
CCn1ccnc1C(O)c1ccc(N(C)C)cc1 (configuration not stated),3,0.4,11,4,-5,-7,103,4,-4.1
CCOC(=O)c1c(C)n(OCc2ccccc2)c2ccc3c(no[n+]3[O-])c12,6,0.0,1,2,0,-3,91,-6,-0.7
O=C(c1ccccc1)N1CCN(c2ccc([N+](=O)[O-])c(NCc3cccnc3)c2)CC1,6,0.2,-2,2,-2,-5,111,2,-0.2
O=C(CN1C(=O)NC(Cc2c[nH]c3ccccc23)C1=O)Nc1cccc(S(=O)(=O)N2CCOCC2)c1 (configuration not stated),-3,-0.2,-3,-5,-30,-8,90,5,2.3
Cc1cc(C)c(NC(=O)c2ccc(S(=O)(=O)N(C)C)cc2)c(C)n1,0,0.0,-2,1,-6,1,95,5,1.6
CC(=O)C1=C(O)C(=O)N(CCC(=O)O)C1c1ccccc1[N+](=O)[O-] (configuration not stated),6,0.0,15,11,15,13,95,13,-2.7
COC(=O)C(=Cc1ccc(OCc2ccc([N+](=O)[O-])cc2)c(OC)c1)C(=O)OC,-6,0.1,7,3,5,-13,102,1,-0.9
COc1cccc(OC)c1/C(O)=C(\C#N)c1nc2ccccc2[nH]1,-3,0.1,-5,1,-9,-2,126,-5,-1.1
COc1cc(CC(=O)OCC(=O)NC2CCCCC2)cc(OC)c1OC,2,-0.1,3,0,11,9,70,2,0.8
CCOC(=O)NC(=O)CSc1nc2ccc(OCC)cc2[nH]1,-2,0.1,3,0,-3,-4,111,-7,-1.5
O=C(N=Nc1c(O)[nH]c2ccc([N+](=O)[O-])cc12)c1ccccc1Cl,-2,0.1,8,5,-4,-7,85,-2,-2.6
Cc1nc2ccc(N3C(=O)CCC3=O)cc2[nH]1,-2,0.0,3,-1,-7,5,103,7,-1.3
Cc1ccc(C2c3sc(=O)[nH]c3SC3C(=O)NC(=O)C32)cc1 (configuration not stated),-1,-0.2,32,24,2,-3,112,54*,-46*
CCCN1Cc2cccc(C(=O)Nc3ccc(CN4CCCC4)cc3)c2C1=O,0,-0.2,-6,-2,-4,-8,95,-2,-2.5
O=C(CCCc1ccccc1)Nc1ccc(Br)cc1F,-3,0.1,-3,1,-19,-12,99,-31,-2.8
COc1ccccc1Nc1nnc(SCc2cc(=O)n3cc(C)ccc3n2)s1,2,0.1,14,1,7,13,82,5,-5.4

# Structural class, the compounds so far containing a Cl atom.
SMILES,Fam108B counter,Efflux pump inh,MCL1 BIM primary,Bcl-xL primary,ZTA counter,EBNA-1 inh,CR mimetic SO,GLD-1 RNA inh,MEX-5 binding
O=C(Cn1cnc(Cl)c1Cl)c1ccccc1,1,0.1,8,4,4,6,97,12,-2.2
O=C(N=Nc1c(O)[nH]c2ccc([N+](=O)[O-])cc12)c1ccccc1Cl,-2,0.1,8,5,-4,-7,85,-2,-2.6

# More entries follow.
SMILES,Fam108B counter,Efflux pump inh,MCL1 BIM primary,Bcl-xL primary,ZTA counter,EBNA-1 inh,CR mimetic SO,GLD-1 RNA inh,MEX-5 binding
Cc1ccc(-c2cc(C(=O)N3CCCCCC3)no2)cc1,3,0.0,1,3,-10,-2,101,15,-2.3
N#Cc1cc(N)c(Nc2ccccc2)cc1C#N,3,-0.1,-1,7,7,16,86,9,-1.1
COc1ccc(/C=N\NC(=O)CNC(=O)C(c2ccccc2)c2ccccc2)cc1[N+](=O)[O-],-5,-0.3,6,3,6,7,109,6,-0.4
CN(c1ccccc1)S(=O)(=O)c1ccc(C(=O)Nc2ncccc2O)cc1,0,-0.1,1,0,-3,-6,126,3,-0.9
CCOC(=O)C1=NOC(CNC(=O)c2c(-c3ccccc3Cl)noc2C)C1 (configuration not stated),4,0.1,-2,4,8,3,101,0,-1.9
CS/C(N)=N/N=C/c1cc(C)ccc1O,2,0.1,9,2,-5,-5,121,-1,-1.1
COc1ccc(CC(=O)N2CCN=C2SC)cc1OC,5,0.0,-1,0,7,-2,106,4,-1.3
Fc1nc(N2CCCC2)c(F)c(Oc2ccccc2Oc2c(F)c(F)nc(N3CCCC3)c2F)c1F,-4,0.0,9,6,-4,-7,96,3,-0.5
CN1CCN(CCNC(=O)c2cc3c(=O)n(C)c4ccccc4c3n2C)CC1,0,-0.1,-4,4,-2,-4,103,8,-0.6
Cn1c(SCC(=O)c2ccc(F)cc2)nnc1-c1cnccn1,-3,0.0,-5,-3,14,5,93,-6,-0.9
CC1C(c2ccccc2)N(C)C(c2ccccc2)CC1(O)c1ccc(F)cc1 (configuration not stated),-3,0.0,4,8,2,-10,95,1,2.1
CC1(C)CN(c2cccc(C#N)c2)C1=O,-3,-0.2,2,5,6,-3,96,8,1.0
CCOc1ccc(NCc2cccn2-c2nnc(N3CCC(C(=O)NCCCN4CC(C)CC(C)C4)CC3)s2)cc1 (configuration not stated),6,0.0,-1,-6,4,1,88,8,-0.1
COc1ccc(-c2noc(CCCC(=O)Nc3ccc(C(N)=O)cc3)n2)cc1,-3,0.2,5,2,7,-10,103,8,1.5
Cc1cccc(C)c1NC(=O)Cn1cnc2c(=O)n(C)c(=O)n(C)c21,8,0.2,9,8,-6,-9,114,-3,0.0
O=C(O)c1ccc(Cl)c(S(=O)(=O)N2CCCCCC2)c1,0,0.0,8,7,8,6,115,4,-0.6
CCN(CCn1cccn1)C(=O)c1cc(COc2cccc3cccnc23)on1,4,0.0,-5,1,-11,-5,77,1,0.7
O=C(Cn1cnc2c(nnn2Cc2ccc(F)cc2)c1=O)N1CCCc2ccccc21,-3,-0.4,-5,0,-8,8,106,7,1.4
C=CCN1C(=O)[C@@H]2Cc3c([nH]c4ccccc34)C(c3cc(OC)c(OC)c(OC)c3)N2C1=S (some centres not stated),-3,-0.2,-74,-37,-19,-4,107,-49,11
C/C(=N\NC(=O)c1ccncc1)c1ccc(N2CCOCC2)cc1,·,0.1,2,-1,-3,·,108,-1,·
COCc1ccc(C(=O)N2CCCCC2C(=O)Nc2ccc(-n3nc(C)cc3C)cc2)o1 (configuration not stated),-2,0.2,4,3,-19,1,93,5,1.7
O=C(NCCOc1ccc(Cl)cc1)C(=O)NCC1CCCO1 (configuration not stated),-3,0.0,-2,6,-10,-8,85,3,-1.1
CC1CN(C(=O)c2ccccc2Nc2ccc(SC(F)F)cc2)CC(C)O1 (configuration not stated),1,-0.2,3,0,0,14,90,3,-0.5
COC(=O)C1CCN(CC(=O)Nc2sc3c(c2C#N)CCC3)CC1,2,0.1,-3,1,1,-6,121,9,-1.6

# Bioassay records from PubChem.
